Compound activity from PubChem.
PAFAH1B2 inh: PAFAH1B2 enzyme inhibitors, primary screen, biochemical, fluorescence polarization, human; Platelet-activating factor acetylhydrolase IB subunit alpha2 (Homo sapiens), P68402; recombinant PAFAH1B2, FP-rhodamine activity probe; inhibition, % at 3.39 µM; actives 1.2% (n = 340,000);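 active means inhibition above the mean of all tested compounds plus 3 SD, cut at about 24% in these data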;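 further: 0% = enzyme with DMSO and 100% = wells lacking PAFAH1B2; many of its hits are not listed in these tables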
Target sequence (P68402 whole entry, looked up): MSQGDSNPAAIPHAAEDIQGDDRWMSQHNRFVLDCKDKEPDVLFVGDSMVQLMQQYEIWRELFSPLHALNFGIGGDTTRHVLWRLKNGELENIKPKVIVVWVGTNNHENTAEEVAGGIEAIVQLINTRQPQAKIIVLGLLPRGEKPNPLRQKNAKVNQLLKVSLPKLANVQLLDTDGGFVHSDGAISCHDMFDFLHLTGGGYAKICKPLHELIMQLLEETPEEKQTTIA
LYPLA2 counter: LYPLA2 inhibitors, primary screen, counter-screen for PME1 inhibitor project, biochemical, fluorescence polarization, FP-Rh probe ABPP; recombinant LYPLA2; inhibition, % at 5.9 µM; Acyl-protein thioesterase 2 (Homo sapiens), O95372; actives 0.38% (n = 320,000); AID 2177, 2009;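 active means inhibition above the screen-wide mean plus 3 SD, limit set per campaign, cut at about 26% in these data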;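 further: 0% = LYPLA2 with DMSO and 100% = wells lacking LYPLA2 enzyme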
Target sequence (O95372 whole entry, looked up): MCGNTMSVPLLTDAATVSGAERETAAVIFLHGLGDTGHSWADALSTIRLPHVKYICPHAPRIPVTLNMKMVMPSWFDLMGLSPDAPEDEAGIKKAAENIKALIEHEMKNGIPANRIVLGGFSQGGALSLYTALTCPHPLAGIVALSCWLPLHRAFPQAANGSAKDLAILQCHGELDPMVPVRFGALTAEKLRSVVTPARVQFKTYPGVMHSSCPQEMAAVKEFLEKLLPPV
PAD4 inh: human PAD4 inhibitors, primary screen, biochemical, fluorescence polarization, 1536-well format. Protein-arginine deiminase type-4 (Homo sapiens), Q9UM07. recombinant PAD4, RCA probe fluorescence polarization. inhibition, % at 6.36 µM. actives 0.41% (n = 330,000). AID 485272, 2010;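 active means percent inhibition above a cutoff equal to the mean of all tested compounds plus 3 SD, cut at about 15% in these data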;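 further: 0% = PAD4 with RCA probe and DMSO and 100% = probe without PAD4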
PME-1 primary: PME-1 inhibitors via competitive probe labeling, primary screen, biochemical, fluorescence polarization, FP-Rh probe, HTS; Protein phosphatase methylesterase 1 (Homo sapiens), Q9Y570; recombinant PME-1; inhibition, % at 5.9 µM; actives 0.53% (n = 320,000);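 active means inhibition above the campaign mean of all compounds plus 3 SD, cut at about 26% in these data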;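 further: competitive labeling of PME-1 active site by serine hydrolase directed probe; 0% = PME-1 with DMSO and 100% = wells lacking PME-1 enzyme; inhibitors block probe labeling so polarization falls and inhibition rises; many of its hits are not listed in these tables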
PAFAH1B3 inh: PAFAH1B3 enzyme inhibitors, primary screen, biochemical, fluorescence polarization, human; AID 492972, 2010; actives 0.28% (n = 340,000); recombinant PAFAH1B3, FP-rhodamine probe; Platelet-activating factor acetylhydrolase IB subunit alpha1 (Homo sapiens), Q15102; inhibition, % at 3.39 µM;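 active means inhibition above the screen-wide average of all tested compounds plus 3 SD, cut at about 25% in these data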;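 further: 0% = enzyme with DMSO only and 100% = wells lacking PAFAH1B3 protein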
Target sequence (Q15102 whole entry, looked up): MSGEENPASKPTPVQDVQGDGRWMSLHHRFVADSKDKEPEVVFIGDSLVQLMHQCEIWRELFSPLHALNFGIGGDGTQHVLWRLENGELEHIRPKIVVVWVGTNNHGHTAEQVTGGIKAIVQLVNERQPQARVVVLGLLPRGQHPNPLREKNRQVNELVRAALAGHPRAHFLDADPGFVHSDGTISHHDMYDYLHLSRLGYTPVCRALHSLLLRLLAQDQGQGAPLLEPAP
LYPLA1 inh: LYPLA1 inhibitors, primary screen, counter-screen for PME1 inhibitor project, biochemical, fluorescence polarization, FP-Rh probe ABPP | Acyl-protein thioesterase 1 (Homo sapiens), O75608 | recombinant LYPLA1 | inhibition, % at 5.9 µM | actives 0.16% (n = 320,000) | AID 2174, 2009;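 active means inhibition above the mean of all tested compounds plus 3 SD, set per campaign, cut at about 14% in these data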;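 further: inhibitors block serine hydrolase probe labeling of LYPLA1 so polarization falls; 0% = enzyme with DMSO and 100% = wells lacking LYPLA1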
PREPL inh: PREPL enzyme inhibitors, primary screen, biochemical, fluorescence polarization | actives 0.68% (n = 320,000) | inhibition, % at 5.96 µM | recombinant PREPL, fluorescence polarization activity-based probe; in the data active means inhibition above about 43%;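 further: 0% = enzyme with DMSO and 100% = wells lacking enzyme; many of its hits are not listed in these tables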
pPAFAH inh: pPAFAH enzyme inhibitors, primary screen, biochemical, fluorescence polarization, human; AID 463082, 2010; actives 1.5% (n = 330,000); recombinant pPAFAH, FP-rhodamine probe fluorescence polarization; inhibition, % at 3.39 µM;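 active means inhibition above the mean inhibition across the screen plus 3 SD, cut at about 25% in these data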;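 further: inhibitors block binding of the rhodamine activity-based probe so polarization drops; 0% = enzyme with DMSO and 100% = wells lacking pPAFAH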
GSTO1 inh: inhibitors of recombinant GSTO1, primary screen, counter-screen for RBBP9 inhibitor project, biochemical, fluorescence polarization | Glutathione S-transferase omega-1 (Homo sapiens), P78417 | activity-based probe fluorescence polarization | inhibition, % at 5.96 µM | actives 1.1% (n = 300,000) | AID 1974, 2009;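 active means inhibition above the campaign mean inhibition plus 3 SD, cut at about 35% in these data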;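 further: 0% = GSTO1-1 with DMSO and 100% = wells lacking GSTO1-1 enzyme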
Target sequence (P78417 whole entry, looked up): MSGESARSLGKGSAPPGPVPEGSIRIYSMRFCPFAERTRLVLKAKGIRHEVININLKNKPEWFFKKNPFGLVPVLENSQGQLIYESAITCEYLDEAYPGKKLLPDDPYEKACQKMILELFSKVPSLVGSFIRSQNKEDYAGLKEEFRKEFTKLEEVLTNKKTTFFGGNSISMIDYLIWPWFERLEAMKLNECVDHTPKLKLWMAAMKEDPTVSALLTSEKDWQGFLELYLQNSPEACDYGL
* marks the source's active call; other numbers are inactive results; · = not tested or not shown. Some of the compounds tested; rates above refer to the full screens.

SMILES	PAFAH1B2 inh	LYPLA2 counter	PAD4 inh	PME-1 primary	PAFAH1B3 inh	LYPLA1 inh	PREPL inh	pPAFAH inh	GSTO1 inh
CCC(COC)Oc1cc(NCc2ccccc2)c2ncn(C(C)C)c2c1 (configuration not stated)	2	4	24*	18	11	0	52*	13	·
CCOc1ccccc1N(CC(=O)NC1CCCCC1)S(=O)(=O)c1ccc(C)cc1	4	-5	-4	-5	-2	-3	2	-9	-1
Cc1nn(C)c(Cl)c1CN1CCCC(CCC(=O)NCc2ccccc2F)C1 (configuration not stated)	1	-7	-11	-1	6	-4	-3	3	-6
CC(C)CNC(=O)c1nn(Cc2ccccc2)c(=O)c2ccccc12	6	11	-2	5	3	-2	-3	1	8
Cc1cc(C)nc(SCc2cc(=O)c(OC(=O)c3ccc(S(=O)(=O)N(C)C)cc3)co2)n1	1	0	-2	0	10	2	4	-6	2
Cc1cccc(C(=O)NCC(=O)N2CCOCC2)c1	2	1	-3	0	1	0	-11	1	6
CCOc1ccc(/C=N/NC(=O)c2ccc(O)cc2)cc1CN1CC2CC(C1)c1cccc(=O)n1C2 (configuration not stated)	2	5	-6	0	-1	1	27	-3	·
C(=C\c1ccccc1)/CSc1nnc(-c2ccccn2)n1Cc1ccco1	5	-1	-5	-3	4	-2	4	12	-2
CCN(CC(=O)Nc1ccc(OC)cc1)C(=O)c1ccc(NS(=O)(=O)c2ccc(C(C)=O)cc2)cc1	-4	-2	0	2	4	-1	15	-3	20
COc1cccc(/C=N/Nc2ncnc3scc(-c4ccccc4)c23)c1OC	4	-5	1	5	2	-8	11	6	-8
O=C(COC(=O)/C=C/c1ccc(Cl)cc1)NC1CCCCCC1	5	1	-4	-4	6	0	22	6	·
COc1ccc(C)cc1Nc1n[n+](-c2ccccc2)c(-c2c(Cl)cccc2Cl)s1	·	-6	3	9	·	1	11	53*	17
COc1ccc2c(c1)N(S(=O)(=O)c1ccccc1)CCC2=O	1	7	0	4	-1	-2	8	-1	-4
CCc1cccc(CC)c1NC(=O)COC(=O)CC1c2ccccc2CCN1S(=O)(=O)c1ccccc1 (configuration not stated)	3	6	4	17	0	-4	17	23	2
COc1ccc(N2CCN(C(=O)CSc3nnc(-c4cc5ccccc5cc4O)n3C)CC2)cc1	1	0	-5	3	10	0	33	-4	19
COc1ccc(-c2csc(COC(=O)C(C)(C)C)n2)cc1	4	-2	-5	1	3	0	5	6	-7
COc1ccccc1NC(=O)c1ccc(NC(=O)COC(=O)C2CC2C)cc1 (configuration not stated)	1	-4	1	-9	3	1	11	34*	-2
C#CCOCCOCCOCCNc1nc(N2CCN(C(=O)[C@H]([C@@H](C)O)n3cc(CCCCN)nn3)CC2)nc(N2CCN(C(=O)[C@H](CCCCN)n3cc(CC(C)O)nn3)CC2)n1 (some centres not stated)	6	4	-5	3	9	0	0	4	3
CC[C@@]1(C(=O)OC)N[C@H](CN(C)C(=O)NC(C)C)[C@@H]2C(=O)N(Cc3ccccc3)C(=O)[C@@H]21	4	·	-1	·	14	·	7	-1	·
CCCN(CC(=O)Nc1ccc(Cl)cc1Cl)C(=O)/C=C/c1ccco1	-8	-7	6	1	12	-9	-37	5	3
O=C(CN(C(=O)c1csnn1)c1ccc(F)c(Cl)c1)NCc1ccc2c(c1)OCO2	-1	-3	0	-4	4	-2	-13	1	-1
C=CCOc1ccccc1CN1CCC(Cc2ccccc2)CC1	-3	0	0	-1	-4	-4	-9	3	-5
CC1CC(C)CN(S(=O)(=O)N2CCCC(C(=O)NC3CCCCC3)C2)C1 (configuration not stated)	10	1	-5	1	-3	0	-1	0	-4
COc1ccc(S(=O)(=O)N2CCOCC2)cc1NC(=O)c1cccc2c(=O)c(C)c(-c3ccccc3)oc12	-7	4	4	-6	-12	-1	1	7	-8
O=S(=O)(c1ccc(F)cc1)N1CCN(CC2CC3C=CC2C3)CC1 (configuration not stated)	7	-3	3	-6	1	-2	-14	-2	1

Next part
SMILES	PAFAH1B2 inh	LYPLA2 counter	PAD4 inh	PME-1 primary	PAFAH1B3 inh	LYPLA1 inh	PREPL inh	pPAFAH inh	GSTO1 inh
O=C(COC(=O)c1cc(NS(=O)(=O)c2cccs2)ccc1O)Nc1ccc(F)c(F)c1F	4	-3	1	2	6	-5	-1	9	19
CCOC(=O)C1=C(C)N=c2s/c(=C\c3ccncc3)c(=O)n2C1c1ccc2c(c1)OCO2 (configuration not stated)	1	0	-9	-2	1	-4	0	10	1
Cc1nn(CC#N)c(=O)n1-c1ccc(C(C)C)cc1	1	2	-1	-5	7	0	-8	-1	1
COc1ccccc1N(C(=O)c1ccco1)C(C(=O)NC1CCCC1)c1ccc(N2CCOCC2)cc1 (configuration not stated)	9	-4	8	-12	1	1	9	2	12
C/C(=N\Nc1ccc(Cl)c(C(=O)O)c1)c1ccc[nH]1	4	3	-1	-7	17	-2	7	33*	17
CCNC(=O)C(=O)NCC1CCCN1S(=O)(=O)c1cccs1 (configuration not stated)	-4	1	-4	-9	0	1	-4	0	2
CCCN1Cc2cccc(C(=O)NC(CC(=O)OCC)c3ccc(C)cc3)c2C1=O (configuration not stated)	-2	-4	-16	-6	6	0	1	-3	3
COc1ccc(/C(C)=N/NC(=O)c2ccccc2OCc2ccccc2)c(OC)c1	-1	3	-1	7	-2	-1	-4	5	2
CCOC(=O)[C@@H]1[C@H]2COc3cc(OC)ccc3[C@@H]2N2C(=O)N(c3ccccc3)C(=O)[C@]12C	3	·	-2	·	3	·	-19	5	·
CC(C)(C)c1cc(CN2CCCCC2)cc(C(C)(C)C)c1O	·	4	1	-2	·	0	-4	0	6
COc1ccc(NC(=O)CSc2nnc(-c3cccc(O)c3)o2)cc1	6	5	2	-1	-4	3	-8	0	-3
Cn1cnnc1-c1cccc(NS(=O)(=O)c2ccc(N3CCCC3=O)cc2)c1	0	2	-4	6	3	0	23	2	0
COC(=O)Nc1ccc(S(=O)(=O)Nc2ccc(O)cc2)cc1	3	1	-3	0	0	-3	0	0	1
N=C1c2ccccc2CN1NC(=O)CC12CC3CC(CC(C3)C1)C2	22	-4	-4	-1	6	-2	1	-2	10
Cc1oc2c(C)c(O)ccc2c(=O)c1-c1ccc2ccccc2n1	3	-1	84*	-4	3	-2	2	1	1
O=C(CSc1nnc(-c2ccncc2)n1Cc1ccccc1)Nc1nccs1	5	3	-2	6	10	-1	1	3	6
Cc1ccc(Cl)cc1NC(=S)Nn1cnnc1	4	2	-4	5	-8	-1	-1	3	1
CCN(CC)C(=O)COc1ccc2c(-c3ccccc3)cc(=O)oc2c1	1	3	0	6	13	2	5	4	2
CCN(c1ccc(NC(=O)COC(=O)/C=C/c2ccco2)cc1)C(C)C	6	·	1	·	15	·	5	10	·
CC(C)CCn1c(COc2ccccc2)nn(CCC#N)c1=S	4	4	7	3	10	-1	-2	-3	-2
CCOC(=O)/C=C1\CC(C(=O)OCC)Oc2c(OC)cccc21 (configuration not stated)	5	·	3	·	1	·	·	4	·
O=C(N/C(=C\c1ccc([N+](=O)[O-])cc1)C(=O)N1CCCCC1)c1ccc(Br)o1	-2	-7	3	0	0	-3	-4	-5	5
CC(=O)Nc1sc2c(c1C#N)CCC2	3	-9	-2	-19	0	-4	-5	-3	-3
O=S(=O)(c1cccc(-c2nnc(-c3ccc(Br)cc3)o2)c1)N1CCCCCC1	7	-2	6	2	4	2	-1	1	-4
CCOc1cc(C(=O)NCc2ccccc2)ccc1OCC(=O)N1CCCCC1	2	-4	-8	2	1	-1	6	-3	·

Following part
SMILES	PAFAH1B2 inh	LYPLA2 counter	PAD4 inh	PME-1 primary	PAFAH1B3 inh	LYPLA1 inh	PREPL inh	pPAFAH inh	GSTO1 inh
O=C(O)c1ccccc1CSC1=NCCS1	0	1	4	-6	1	-2	-3	-5	3
COc1ccc(CN(C(=O)c2cc3ccccc3oc2=O)C2CCS(=O)(=O)C2)cc1 (configuration not stated)	-4	0	-2	-2	-1	2	-8	3	-4
CC1=NN(c2ccccc2)C(=O)C1=C(C)C	0	-7	7	-11	3	-5	-5	0	35*
Cc1c(C(C)(C)C)c(C=S)n2ccccc12	7	1	-2	0	2	2	14	7	14
CC(=O)Nc1ccc(C(=O)NCCc2ccccc2)cc1	4	0	2	-5	-2	-3	7	1	2
Cc1ccc(OCC(=O)NC2=NCCS2)cc1	1	11	-7	2	5	4	14	-4	-1
CCC(C)c1ccc(S(=O)(=O)N2CC(=O)Nc3ccccc32)cc1 (configuration not stated)	9	3	-2	3	1	-7	0	3	0
CC1CCN(C(=O)C2CCN(S(=O)(=O)c3ccc4c(c3)CC(C)N4C(=O)C3CC3)CC2)CC1 (configuration not stated)	-1	6	-3	-8	-1	10	11	7	-7
Cc1sc2nc(SCC(=O)NCCOCCO)n(C)c(=O)c2c1C	2	-3	-3	-10	1	-1	-13	-2	5
CC(=O)Nc1ccc(C(=S)NCCCO)cc1	1	0	-2	-2	8	-2	9	-2	3
COc1ccc(CC(=O)Nc2c3c(nn2-c2cccc(C)c2C)CS(=O)C3)cc1OC (configuration not stated)	3	0	1	-3	1	-5	-4	0	5
CCOC(=O)C1CCN(Cc2ccccc2C)CC1	2	-2	-6	-3	-1	-2	-2	5	0
COc1cc(N)c(Cl)cc1C(=O)OCC(=O)NCC1CCCO1 (configuration not stated)	5	·	-3	·	-2	·	-2	2	·
Cc1ccc(NS(=O)(=O)c2cc(NC(=O)c3ccc4c(c3)NC(=O)CS4)ccc2Cl)c(C)c1	-45	-128	-16	-118	-103	-62	-25	-44	-100
O=C(N/N=C/c1cccc2ccccc12)c1cccnc1	0	0	-6	-4	5	-6	4	-3	-1
O=C(NCC1CCCO1)c1ccc2c(=O)n(CCc3ccccc3)c(=O)[nH]c2c1 (configuration not stated)	8	1	1	-1	-4	-4	8	-2	-8
O=C(COC(=O)/C=C/c1cccc(Br)c1)NC1CCCCC1	1	3	2	-4	-2	1	17	6	·
CN(C)S(=O)(=O)c1ccc(N2CCCC2)c(C(=O)Nc2nc3c(ccc4ccccc43)s2)c1	-15	-18	-8	-17	-17	-7	-3	-14	-14
CCOC(=O)C1=C(C)NC(=O)NC1c1ccc(Br)o1 (configuration not stated)	2	-10	-4	-3	4	-3	0	5	-13
Cc1ccc(CNC(=O)CO/N=C/c2ccc3c(c2)OCO3)cc1	1	2	4	5	7	0	10	-1	3
S=C(NC1CCCCC1)N1CCN(C/C=C/c2ccccc2)CC1	0	12	-3	2	-14	2	8	3	5
CCOC(=O)c1cc(-c2ccccc2)nn1CC1CC(c2ccc(Cl)cc2)=NO1 (configuration not stated)	12	-9	-1	1	17	-5	-26	-1	6
CCNC(=O)C1CCCN(c2nc(C)cc(C)n2)C1 (configuration not stated)	4	2	3	1	14	1	8	2	0
